# TcdB GH inh: TcdB glycohydrolase inhibitors, primary screen, biochemical, single point, plate reader; Toxin B (Clostridioides difficile), P18177; TcdB glycohydrolase enzymatic assay; inhibition, % at 9.99 µM; 350,000 compounds, 0.24% hits; in the data active means inhibition above about 10%
# An asterisk follows results filed as active; & = joins results of further samples. Not all compounds are listed; rates above refer to the full screens.
# Preview:
canonical_smiles | TcdB GH inh
C[C@@H]1CCCCO[C@@H](CN(C)Cc2ccncc2)[C@@H](C)CN([C@H](C)CO)C(=O)c2cc(NC(=O)Nc3cccc4ccccc34)ccc2O1 | 0.1
C[C@H]1CN([C@@H](C)CO)C(=O)c2cccc(NC(=O)Nc3cccc4ccccc34)c2O[C@H]1CN(C)Cc1ccc(Cl)c(Cl)c1 | 1.3

# Main list, from the first entry:
canonical_smiles | TcdB GH inh
C[C@@H]1CCCCO[C@@H](CN(C)Cc2ccncc2)[C@@H](C)CN([C@H](C)CO)C(=O)c2cc(NC(=O)Nc3cccc4ccccc34)ccc2O1 | 0.1
C[C@H]1CN([C@@H](C)CO)C(=O)c2cccc(NC(=O)Nc3cccc4ccccc34)c2O[C@H]1CN(C)Cc1ccc(Cl)c(Cl)c1 | 1.3
C[C@H](CO)N1C[C@H](C)[C@H](CN(C)Cc2ccccc2)Oc2c(NS(=O)(=O)c3ccc(F)cc3)cccc2C1=O | -1.6
O=C(C[C@@H]1C=C[C@H](NS(=O)(=O)c2ccc(F)cc2)[C@@H](CO)O1)NC1CCCCC1 | 0.0
O=C(Cc1ccccn1)N1CC(=O)N2[C@H](CO)[C@@H](c3ccc(C#CCC4CCCC4)cc3)[C@@H]2C1 | 1.1
C[C@H](CO)N1C[C@H](C)[C@H](CN(C)C(=O)Nc2ccc3c(c2)OCO3)Oc2ccc(N(C)C)cc2CC1=O | -4.0
C[C@@H]1CN([C@H](C)CO)C(=O)CCCn2nncc2CO[C@@H]1CN(C)Cc1ccccc1 | -9.0
CCC(=O)N1CC[C@@H]2[C@H](CO)Nc3ccc(C#Cc4cccnc4)cc3[C@@H]21 | -0.4
O=C(Cc1ccccn1)NCC[C@H]1CC[C@@H](NS(=O)(=O)c2ccc(F)cc2)[C@H](CO)O1 | -0.5
C[C@H]1CN([C@@H](C)CO)C(=O)Cc2cc(NC(=O)Nc3cccc4ccccc34)ccc2O[C@@H]1CN(C)C(=O)NC1CCCCC1 | -1.4
OC[C@@H]1[C@@H](c2ccccc2)C2(CN(Cc3ccc4c(c3)OCO4)C2)N1Cc1ccccc1 | -0.8
Cc1ccc(-c2ccc3c(c2)O[C@@H](CN(C)Cc2ccncc2)[C@H](C)CN([C@H](C)CO)S3(=O)=O)cc1 | 0.0
CO[C@@H]1CN(C)C(=O)c2ccc(NC(=O)CC(F)(F)F)cc2OC[C@H](C)N(C(=O)c2ccccc2F)C[C@H]1C | 0.6
O=C(c1cnccn1)N1CC(=O)N2[C@@H](CO)[C@H](c3ccc(-c4ccccc4)cc3)[C@@H]2C1 | 0.7
COc1ccccc1-c1ccc(C2[C@H]3CNC[C@@H]2N3S(=O)(=O)c2ccccc2C)cc1 (some centres undefined) | 0.4&0.6
CCC(=O)Nc1ccc2c(c1)C(=O)N(C)C[C@H](OC)[C@@H](C)CN(C(=O)Cc1cccnc1)[C@H](C)CO2 | -0.6
O=C(NCC[C@H]1CC[C@@H](NS(=O)(=O)Cc2ccccc2)[C@H](CO)O1)C1CCOCC1 | -0.4
CC(C)NC(=O)N(C)C[C@H]1Oc2ncc(-c3cccc(C#N)c3)cc2C(=O)N([C@H](C)CO)C[C@H]1C | 1.7
COc1cccc(C#Cc2ccc3c(c2)O[C@@H](CN(C)C(C)=O)[C@H](C)CN([C@@H](C)CO)S3(=O)=O)c1 | -0.2
COc1ccc(CN(C)C[C@H]2OCCCC[C@H](C)Oc3ccc(NC(=O)Nc4ccc(OC)cc4)cc3C(=O)N([C@@H](C)CO)C[C@@H]2C)cc1 | -0.2
COc1ccc(CN(C)C[C@@H]2OCCCC[C@H](C)Oc3ccc(NS(=O)(=O)c4cccs4)cc3C(=O)N([C@H](C)CO)C[C@@H]2C)cc1 | 1.1
CN1[C@@H]2c3ccc(-c4ccccc4F)c(=O)n3C[C@H]1[C@H](CO)[C@H]2C(=O)NCc1ccccn1 | 0.3
CCCC#Cc1cnc2c(c1)C(=O)N([C@H](C)CO)C[C@H](C)[C@H](CN(C)S(=O)(=O)c1cccc(OC)c1)O2 | 0.2
CC(C)NC(=O)N(C)C[C@@H]1OCCCC[C@H](C)Oc2ccc(NC(=O)C3CCCCC3)cc2C(=O)N([C@H](C)CO)C[C@@H]1C | -0.8
C[C@H]1CN([C@@H](C)CO)S(=O)(=O)c2ccc(C3=CCCCC3)cc2O[C@@H]1CN(C)C(=O)c1ccncc1 | 0.6
CCCNC(=O)N1C[C@@H](C)[C@@H](OC)CN(C)C(=O)c2cc(NS(=O)(=O)CC(F)(F)F)ccc2OC[C@H]1C | -0.4
O=C(Nc1ccc2c(c1)[C@H]1C[C@@H](CC(=O)N3CCCCC3)O[C@H](CO)[C@H]1O2)C1CCC1 | 0.5
CC(=O)N[C@H]1C=C[C@@H](CC(=O)NCC2CCCCC2)O[C@@H]1CO | 0.9
C[C@H]1CN([C@@H](C)CO)C(=O)Cc2cc(N(C)C)ccc2O[C@@H]1CN(C)Cc1ccc(C(=O)Nc2ccccc2N)cc1 | -6.1
COc1ccc(NC(=O)N(C)C[C@@H]2Oc3ccc(NS(=O)(=O)c4c(C)noc4C)cc3CC(=O)N([C@H](C)CO)C[C@@H]2C)cc1 | -1.0
C[C@@H]1CCCCO[C@@H](CN(C)C(=O)Cc2ccccc2)[C@H](C)CN([C@H](C)CO)C(=O)c2cc(NS(=O)(=O)c3ccccc3)ccc2O1 | 1.0
C[C@H]1CN([C@@H](C)CO)C(=O)c2cccc(NC(=O)Nc3ccc4c(c3)OCO4)c2O[C@@H]1CN(C)Cc1ccc(C(=O)O)cc1 | -0.4

# 7 compounds out of the list, sorted by number of heavy atoms, falling:
canonical_smiles | TcdB GH inh
C[C@@H]1CCCCO[C@@H](CN(C)C(=O)Cc2ccccc2)[C@H](C)CN([C@H](C)CO)C(=O)c2cc(NS(=O)(=O)c3ccccc3)ccc2O1 | 1.0
C[C@H]1CN([C@@H](C)CO)C(=O)c2cccc(NC(=O)Nc3ccc4c(c3)OCO4)c2O[C@@H]1CN(C)Cc1ccc(C(=O)O)cc1 | -0.4
CC(C)NC(=O)N(C)C[C@@H]1OCCCC[C@H](C)Oc2ccc(NC(=O)C3CCCCC3)cc2C(=O)N([C@H](C)CO)C[C@@H]1C | -0.8
C[C@H]1CN([C@@H](C)CO)C(=O)Cc2cc(N(C)C)ccc2O[C@@H]1CN(C)Cc1ccc(C(=O)Nc2ccccc2N)cc1 | -6.1
CCCC#Cc1cnc2c(c1)C(=O)N([C@H](C)CO)C[C@H](C)[C@H](CN(C)S(=O)(=O)c1cccc(OC)c1)O2 | 0.2
C[C@H]1CN([C@@H](C)CO)S(=O)(=O)c2ccc(C3=CCCCC3)cc2O[C@@H]1CN(C)C(=O)c1ccncc1 | 0.6
CC(=O)N[C@H]1C=C[C@@H](CC(=O)NCC2CCCCC2)O[C@@H]1CO | 0.9

# Next records follow.
canonical_smiles | TcdB GH inh
C[C@@H]1CN([C@@H](C)CO)C(=O)c2cc(NS(=O)(=O)c3cn(C)cn3)ccc2O[C@H]1CN(C)Cc1ccccc1 | -0.5
CC(C)(C)[S@@](=O)N1Cc2cc(C(=O)NCCN3CCCCC3)nc(-c3cccc(-c4ccc(C#N)cc4)c3)c2[C@H]1CCO | -0.2
CN(C)CC(=O)N1[C@H](C#N)[C@@H](c2ccc(-c3ccc(C(=O)N(C)C)cc3)cc2)[C@@H]1CO | -0.2
O=C(C[C@H]1C=C[C@@H](NC(=O)C2CCC2)[C@H](CO)O1)NC1CCCCC1 | -3.1
C[C@H](CO)N1C[C@H](C)[C@@H](CN(C)Cc2ccc(C(=O)Nc3ccccc3N)cc2)Oc2ccc(NC(=O)Cc3ccccc3)cc2CC1=O | -0.1
NCC[C@H]1CC[C@@H](NC(=O)NC2CCCCC2)[C@H](CO)O1 | -0.2
COc1ccc(CN(C)C[C@@H]2Oc3c(NC(=O)Nc4ccc(F)cc4)cccc3C(=O)N([C@@H](C)CO)C[C@@H]2C)cc1 | -0.4
C[C@H](CO)N1C[C@H](C)[C@@H](CN(C)C(=O)Nc2cccc3ccccc23)Oc2ccc(NC(=O)c3ccncc3)cc2C1=O | 0.4
OC[C@H]1[C@@H](c2ccc(-c3ccc(F)cc3)cc2)[C@H]2CN(Cc3cccnc3)CCCCN21 | -0.2
Cc1ccc(S(=O)(=O)N(C)C[C@@H]2Oc3ccc(NC(=O)CCCCCC(=O)Nc4ccccc4N)cc3CC(=O)N([C@@H](C)CO)C[C@@H]2C)cc1 | -0.4
COc1ccccc1NC(=O)N[C@@H]1CC[C@@H](CCNS(=O)(=O)c2ccc(F)cc2)O[C@H]1CO | 0.5
C[C@@H]1CN([C@H](C)CO)C(=O)Cc2cc(NS(=O)(=O)c3ccc(F)cc3)ccc2O[C@H]1CN(C)S(=O)(=O)c1cccs1 | -2.0
CO[C@H]1CN(C)C(=O)c2cc(NC(C)=O)ccc2OC[C@H](C)N(Cc2cc(F)ccc2F)C[C@@H]1C | -0.1
C[C@H](CO)N1C[C@H](C)[C@H](CN(C)C(=O)Nc2ccccc2)Oc2ccc(NS(C)(=O)=O)cc2C1=O | 0.4
C[C@@H]1CN([C@H](C)CO)C(=O)c2cc(NC(=O)CCC(F)(F)F)ccc2O[C@H]1CN(C)Cc1ccc(Oc2ccccc2)cc1 | 1.1
O=C(Nc1ccc(F)cc1)N1CCCCN2[C@H](CO)[C@H](c3ccc(C#Cc4ccccc4)cc3)[C@H]2C1 | -10
C[C@H](CO)N1C[C@H](C)[C@H](CN(C)Cc2cncnc2)Oc2cc(C3=CCCCC3)ccc2S1(=O)=O | 0.5
C[C@H]1CN([C@@H](C)CO)C(=O)c2cccc(NS(=O)(=O)c3ccc(F)cc3)c2O[C@H]1CN(C)C(=O)NC1CCCCC1 | 0.6
COc1ccc(C#Cc2ccc([C@H]3[C@H]4CN(C(=O)Cc5ccncc5)CCCCN4[C@H]3CO)cc2)cc1 | -2.4
C[C@@H]1CCCCO[C@@H](CN(C)CC2CCCCC2)[C@@H](C)CN([C@H](C)CO)C(=O)c2cc(NC(=O)Cc3ccccc3)ccc2O1 | -0.5
CCCC(=O)Nc1ccc2c(c1)OC[C@H](C)N(CC1CCOCC1)C[C@H](C)[C@@H](OC)CN(C)C2=O | 0.6
COc1ccc(S(=O)(=O)N(C)C[C@H]2Oc3ccc(NS(=O)(=O)c4ccc(F)cc4)cc3CC(=O)N([C@H](C)CO)C[C@H]2C)cc1 | 0.8
Cc1noc(C)c1S(=O)(=O)Nc1ccc2c(c1)CC(=O)N([C@H](C)CO)C[C@@H](C)[C@H](CN(C)Cc1ccncc1)O2 | -0.3
COCC(=O)Nc1ccc2c(c1)C(=O)N(C)C[C@@H](OC)[C@H](C)CN(Cc1ccccc1)[C@@H](C)CO2 | -2.3
COc1ccc(S(=O)(=O)N(C)C[C@H]2OCCCC[C@@H](C)Oc3ccc(NC(=O)C4CCCCC4)cc3C(=O)N([C@H](C)CO)C[C@H]2C)cc1 | -0.2
COc1cccc(NC(=O)N[C@@H]2C=C[C@@H](CC(=O)NCc3ccncn3)O[C@@H]2CO)c1 | -15
O=C(CC1CC1)Nc1ccc2c(c1)[C@H]1C[C@H](CC(=O)NC3CCCCC3)O[C@H](CO)[C@H]1O2 | -0.2
O=C(c1ccc2c(c1)OCO2)N1CC(=O)N2[C@H](CO)[C@@H](c3ccc(-c4ccccc4)cc3)[C@H]2C1 | -0.2
COc1ccccc1NC(=O)N[C@@H]1C=C[C@H](CC(=O)N[C@H](C)c2ccccc2)O[C@@H]1CO | -2.4
COCC(=O)N1CCCCN2[C@H](C1)[C@@H](c1ccc(C#Cc3cccnc3)cc1)[C@@H]2CO | 0.3
CCC(=O)N1C[C@@H](O)COC[C@H]2O[C@@H](CC(=O)N3CCCCC3)CC[C@@H]21 | -0.9
O=C(C[C@@H]1CC[C@@H]2[C@H](COC[C@H](O)CN2Cc2ccc(Cl)cc2)O1)NCCc1ccccc1 | 0.3
C[C@H](CO)N1C[C@H](C)[C@@H](CN(C)C(=O)Nc2ccc(F)cc2)Oc2c(NC(=O)c3ccncc3)cccc2C1=O | -2.3
O=C(CC1CC1)N1CC[C@H]2[C@H](CO)Nc3ccc(-c4cccc(F)c4)cc3[C@H]21 | -0.7
C[C@@H]1CN([C@@H](C)CO)C(=O)Cc2cc(NS(=O)(=O)c3cccs3)ccc2O[C@H]1CN(C)C(=O)Nc1ccc(C(F)(F)F)cc1 | -0.4
CCC(=O)N1C[C@H](C)[C@H](OC)CN(C)C(=O)c2ccc(NC(=O)NC(C)C)cc2OC[C@@H]1C | -0.1
C[C@@H](NC(=O)C[C@H]1CC[C@H](NC(=O)C2CCOCC2)[C@H](CO)O1)c1ccccc1 | 0.4
C[C@H](CO)N1C[C@H](C)[C@@H](CN(C)Cc2ccccc2)Oc2c(NC(=O)Nc3ccc(C(F)(F)F)cc3)cccc2C1=O | 0.8
CC(C)CC#Cc1ccc([C@H]2[C@@H](CO)N3CCCCN(S(=O)(=O)Cc4ccccc4)C[C@H]23)cc1 | -0.4
O=C(Nc1ccc(F)cc1)N[C@H]1CC[C@@H](CCn2cc(-c3ccc(F)cc3)nn2)O[C@@H]1CO | -2.6
CN(C)C(=O)c1cccc(-c2ccc3n(c2=O)C[C@H]2N[C@@H]3[C@@H](C(=O)NC3CCC3)[C@@H]2CO)c1 | -1.0
Cc1ccc(S(=O)(=O)Nc2ccc3c(c2)C(=O)N([C@@H](C)CO)C[C@@H](C)[C@@H](CN(C)CC2CC2)O3)cc1 | 0.0
CO[C@@H](CN(C)C(=O)c1cnccn1)[C@@H](C)CN([C@@H](C)CO)S(=O)(=O)c1ccc(C)cc1 | 0.8
Cc1ccc(S(=O)(=O)N(C)C[C@@H]2OCCCC[C@H](C)Oc3ccc(NC(=O)Nc4ccccc4)cc3C(=O)N([C@H](C)CO)C[C@H]2C)cc1 | -0.7
CCN1[C@@H]2c3ccc(-c4cccc(F)c4)c(=O)n3C[C@H]1[C@H](CO)[C@H]2C(=O)NCCCN(C)C | -7.6
O=C(C[C@@H]1CC[C@@H]2[C@H](COC[C@@H](O)CN2CC2CCOCC2)O1)N1CCOCC1 | 0.0
COc1ccc(CN(C)C[C@H]2OCCCC[C@@H](C)Oc3ccc(NS(=O)(=O)c4cn(C)cn4)cc3C(=O)N([C@H](C)CO)C[C@@H]2C)cc1 | -0.1
Cc1ccc(S(=O)(=O)N(C)C[C@H]2OCc3ccccc3-c3ccccc3C(=O)N([C@H](C)CO)C[C@H]2C)cc1 | 1.8
CN(C)CC(=O)N1[C@H](CO)[C@@H](c2ccccc2)C12CN(Cc1cc(F)ccc1F)C2 | 0.1

# From PubChem BioAssay
